High-throughput results as filed in PubChem BioAssay.
SW480 rereplic: induces DNA re-replication in SW480 colon adenocarcinoma cells; SW480 DNA re-replication, Hoechst DNA content imaging, 48 h; Potency, µM (series often up to 46.1 µM), for inactives: at the top dose re-replication activation, actives largely listed as activators; 1.8% of 340,000 active; AID 624297; note: potency is the fitted concentration of half-maximal effect; % of control where 0% means no effect; nearly all actives have a fitted effect of over 55% in size
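First, 250 cells per well were seeded. Next, compound or vehicle (23 nL) was pinned in, plates sat 48 hr at 37 C. Finally Hoechst was added for 40 min before fluorescence scanning.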
HT1080 IDH1KD tx: HT-1080 IDH1 knockdown cell toxicity (counter line); HT-1080 IDH1 knockdown viability, ATP luminescence, 48 h; AID 686971; Potency, µM (top dose mostly 46.1 µM), for the others: at the highest dose activity, negative = toxicity, hits mostly cytotoxic; 2% of 360,000 active;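 note: potency is the fitted concentration of half-maximal effect; 0% = DMSO wells and -100% = cell-free medium wells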
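Using the IDH1-knockdown HT-1080 line run in the same batch and compound series as the NT line, viability after 48 h at 37 °C was determined by CellTiter-Glo luminescence and expressed as % activity.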
IL-1B inflam inh: inflammasome signaling inhibition, IL-1 beta readout | THP-1 LPS/ATP IL-1B secretion, AlphaLISA, 16 h; hits give low values | activity change, % at 57.5 µM | 4.7% of 360,000 active | AID 743279; in the data active = activity change below about -50%; inconclusive = mostly about -30% to -49%; note: % is set by controls: 0 for no effect and ±100 for the full control effect
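Secreted IL-1B measured by AlphaLISA bead assay after 16 h compound exposure of THP-1 cells; compounds (final up to 57.5 uM) added 1 h before LPS (250 ng/mL) and ATP (1.25 mM) stimulation; lower signal means less secretion.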
ATXN2 expr inh: reduces ATXN2 reporter expression in HEK-293 cells; HEK-293 ATXN2-luciferase reporter, luminescence, 24 h; Potency, µM (top dose mostly 57 µM), inactives show at the highest dose activity change, negative = inhibition, usual class: inhibitors; 0.72% of 360,000 active; AID 1745845; note: potency is the fitted concentration of half-maximal effect; % is set by controls: 0 for no effect and ±100 for the full control effect; nearly all actives have a fitted effect of over 55% in size
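ATXN2-luciferase reporter cells (luciferase flanked by upstream and downstream ATXN2 gene portions) were treated 24 h at 37 °C with compounds at up to 57 uM. SteadyGlo luminescence gave expression; GF-AFC fluorescence gave viability.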
HepG2 tox: HepG2 cytotoxicity, counter-screen for TGF-b inhibitors | AID 588856 | HepG2 CAGA-GFP viability, ATP luminescence, 18 h | Potency, µM (series often up to 46.1 µM), for the others: at the highest dose activity change, negative = cytotoxicity, actives largely listed as cytotoxic | 0.76% of 410,000 active; note: potency is the fitted concentration of half-maximal effect; some results filed as inactive show a strong effect at the top dose
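CellTiter-Glo luminescence gave cytotoxicity after 18 hours at 37 degrees C. The cells were HepG2 CAGA-GFP in 1% FBS DMEM, stimulated with 500 pg/mL TGF-beta after compound addition. %Activity was normalised to no-cell wells (complete cell-killing) and DMSO (no toxicity), and curves were fitted and classified.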
MCF10A rereplic: DNA re-replication induction in MCF 10a cells. MCF 10A DNA re-replication, Hoechst nuclear intensity, 48 h. Potency, µM (series often up to 46.1 µM), inactives show top-dose activity, positive = re-replication, actives largely listed as activators. 2.9% of 350,000 active; note: potency is the fitted concentration of half-maximal effect; % of control where 0% means no effect; nearly all actives have a fitted effect of over 50% in size
ATXN viability: viability counter-screen for ATXN expression inhibitors | S2 cells (HEK-293 line with an ATXN2-luciferase reporter) viability, CellTiter-Fluor protease fluorescence, 24 h | Potency, µM (top dose mostly 56.7 µM), actives largely listed as cytotoxic | 0.49% of 400,000 active | AID 651635; note: potency is the fitted concentration of half-maximal effect; nearly all actives have a fitted effect of over 40% in size
KB-3-1 tox: kills parental KB-3-1 adenocarcinoma cells | KB-3-1 viability, CellTiter-Glo ATP luminescence, 72 h | Potency, µM (titrated, usually from 46.1 µM), for inactives: top-dose activity change, negative = cytotoxic, hits mostly cytotoxic | 1.4% of 400,000 active | AID 1347075; note: potency is the fitted concentration of half-maximal effect; % is set by controls: 0 for no effect and ±100 for the full control effect; nearly all actives have a fitted effect of over 60% in size
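KB-3-1 parental drug-naive adenocarcinoma cells in DMEM/10% FBS, incubated 72 h at 37 C with pin-transferred compounds across a concentration series. Viability by CellTiter-Glo luminescence; concentration-response curves fitted after normalization.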
HT1080NT lethal: kills 2HG-producing HT-1080-NT fibrosarcoma cells; 1.6% of 360,000 active; HT-1080-NT fibrosarcoma viability, CellTiter-Glo ATP luminescence, 48 h; Potency, µM (titrated, usually from 46.1 µM), without a hit: top-dose activity, negative = less viability, usual class: cytotoxic; AID 686970;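 note: NT is the 2HG producing partner of a matched IDH1 knockdown line; potency is the fitted concentration of half-maximal effect; 0% = DMSO-treated cells and -100% = media-only wells without cells; nearly all actives have a fitted effect of over 55% in size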
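A 48-hour cytotoxicity screen used HT-1080-NT cells plated 2 hours before compound delivery. ATP-based CellTiter-Glo luminescence measured viability, normalized to DMSO and no-cell controls.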
An asterisk follows results filed as active; & = joins results of further samples; [ ] = dose if it differs, or a comment. Unless noted, calls come from the whole dose curve; as a rule, active = well fitted curve in the direction sought with a large enough effect; inconclusive = small, poorly fitted or top-dose-only effect, or another doubt; inactive = no such curve, though single readings can be large; an effect the other way counts as inactive or inconclusive.

For COc1ccc(NC(=O)CSc2nnc3scc(-c4ccc(Cl)cc4)n23)cc1 the results were ATXN2 expr inh -14%, HepG2 tox -19%, ATXN viability inactive and KB-3-1 tox -15%.
`COc1ccccc1CN1CCCC(CN(CCN(C)C)C(=O)c2ccc(C)cc2)C1` (configuration not stated) gave SW480 rereplic 55%, HT1080 IDH1KD tx -14%, IL-1B inflam inh -27, ATXN2 expr inh -8%, HepG2 tox -21%, MCF10A rereplic -6%, ATXN viability inactive, KB-3-1 tox inconclusive and HT1080NT lethal -7%.
For COc1ccc(CCNC(=O)c2cc(C)oc2C)cc1 the results were SW480 rereplic 2%, HT1080 IDH1KD tx 22%, IL-1B inflam inh -25, ATXN2 expr inh 12%, HepG2 tox 1%, MCF10A rereplic 1%, ATXN viability inactive, KB-3-1 tox 8% and HT1080NT lethal inconclusive.
`CCn1nc(Cc2cccc3ccccc23)c(C#N)c1N` gave SW480 rereplic 4%, ATXN2 expr inh 6%, HepG2 tox 1%, MCF10A rereplic -2%, ATXN viability inactive and KB-3-1 tox -1%.
For CCOC(=O)c1sc(=NC(=O)CCSc2ccccc2)n(C)c1C the results were SW480 rereplic -1%, HT1080 IDH1KD tx 20%, IL-1B inflam inh 6, ATXN2 expr inh 2%, HepG2 tox -18%, MCF10A rereplic 0%, ATXN viability inconclusive, KB-3-1 tox -3% and HT1080NT lethal 5%.
`Cc1cccc(N(CC(=O)NCc2ccco2)C(=O)CCC(=O)Nc2nccs2)c1C` gave SW480 rereplic 4%, HT1080 IDH1KD tx -1%, IL-1B inflam inh -9, ATXN2 expr inh 9%, HepG2 tox -10%, MCF10A rereplic -1%, ATXN viability inactive, KB-3-1 tox 1% and HT1080NT lethal -15%.
CNCC/C=C1/c2ccccc2CSc2ccccc21 was read as SW480 rereplic 10%, HT1080 IDH1KD tx inconclusive, IL-1B inflam inh 0, ATXN2 expr inh -13%, HepG2 tox -61%, MCF10A rereplic -10%, ATXN viability inactive, KB-3-1 tox -10% and HT1080NT lethal 16µM*.
For CCN(CC)S(=O)(=O)c1cccc(C(=O)N/N=C/c2cc(OC)c(O)c(OC)c2)c1 the results were SW480 rereplic -2%, HT1080 IDH1KD tx 2%, IL-1B inflam inh 5, ATXN2 expr inh -2%, HepG2 tox -2%, MCF10A rereplic 3%, ATXN viability inactive, KB-3-1 tox -13% and HT1080NT lethal 2%.
CC(C)N1C(=O)C2ON(c3ccccc3)C(c3cccs3)C2C1=O (configuration not stated) was read as SW480 rereplic -5%, HT1080 IDH1KD tx 2%, IL-1B inflam inh 10, ATXN2 expr inh -7%, HepG2 tox -11%, MCF10A rereplic inconclusive, ATXN viability inactive, KB-3-1 tox -7% and HT1080NT lethal 3%.
For CC(=O)N(c1ccc(Cl)cc1)c1nc(C)cc(C)c1C#N the results were SW480 rereplic -8%, HT1080 IDH1KD tx -22%, IL-1B inflam inh 9, ATXN2 expr inh -31%[11.3 µM], HepG2 tox -3%, MCF10A rereplic -10%, ATXN viability inactive, KB-3-1 tox 2% and HT1080NT lethal -11%.
`Cc1ccccc1OCC(=O)NC(=S)Nc1ccc2c3c(cccc13)CC2` gave SW480 rereplic -17%, HT1080 IDH1KD tx -2%, IL-1B inflam inh -2, ATXN2 expr inh -34%, HepG2 tox 13µM*, MCF10A rereplic inconclusive, ATXN viability inactive, KB-3-1 tox 0% and HT1080NT lethal 9%.
`O=C(NCCN1CCNC1=O)C1CCC(=O)N(CCc2ccc(Cl)cc2)C1` (configuration not stated) gave SW480 rereplic inconclusive, HT1080 IDH1KD tx -3%, IL-1B inflam inh -1, ATXN2 expr inh 19%, HepG2 tox 5%, MCF10A rereplic 0%, ATXN viability inactive, KB-3-1 tox 0% and HT1080NT lethal 1%.
Screening CCOc1ccc(NC(=O)CC2C(=O)N(c3ccccc3)C(=O)N2C2CCCCC2)cc1 (configuration not stated) returned ATXN2 expr inh 3%, HepG2 tox -12%, ATXN viability inactive and KB-3-1 tox -1%.
O=C(NC1=NCCS1)c1ccc(C(F)(F)F)cc1 was read as SW480 rereplic -12%, HT1080 IDH1KD tx 11%, IL-1B inflam inh 0, ATXN2 expr inh 44%[activator], HepG2 tox -28%, MCF10A rereplic -2%, ATXN viability inactive, KB-3-1 tox -2% and HT1080NT lethal -1%.
Screening FC(F)(F)c1ccccc1Cc1c(-c2cccc(Br)c2)nc2ccc(Br)cn12 returned HT1080 IDH1KD tx 20%, IL-1B inflam inh 0, ATXN2 expr inh 7%, HepG2 tox -5%, ATXN viability inactive, KB-3-1 tox 0% and HT1080NT lethal 27%.
For Cn1c(=O)c(=O)n(C)c2cc(S(=O)(=O)N3CCCC3C(=O)Nc3ccccc3F)ccc21 (configuration not stated) the results were SW480 rereplic -1%, HT1080 IDH1KD tx -2%, IL-1B inflam inh 19, ATXN2 expr inh 2%, HepG2 tox 1%&-2%, MCF10A rereplic -3%, ATXN viability inactive, KB-3-1 tox 7% and HT1080NT lethal -2%.
Screening O=C(CN1CCN(Cc2ccccc2)CC1)c1c[nH]c2ccccc12 returned SW480 rereplic 3%, HT1080 IDH1KD tx 9%, IL-1B inflam inh -3, ATXN2 expr inh -11%, HepG2 tox 3%, MCF10A rereplic 7%, ATXN viability inactive, KB-3-1 tox inconclusive and HT1080NT lethal 0%.
`Fc1ccccc1/C=N/N1CCN(Cc2ccccc2Cl)CC1` gave SW480 rereplic 5%, HT1080 IDH1KD tx 22%, IL-1B inflam inh -19, ATXN2 expr inh 1%, HepG2 tox -7%, MCF10A rereplic inconclusive, ATXN viability inactive, KB-3-1 tox -9% and HT1080NT lethal 25%.
Screening CCOC(=O)C1(Cc2ccccc2C(F)(F)F)CCN(CC(O)CO)CC1 (configuration not stated) returned SW480 rereplic 1%, HT1080 IDH1KD tx -5%, IL-1B inflam inh -10, ATXN2 expr inh -24%, HepG2 tox -14%, MCF10A rereplic 8%, KB-3-1 tox -15% and HT1080NT lethal 0%.
`CCN1CCN(C(=S)Nc2ccc(Cl)cc2Cl)CC1` gave SW480 rereplic -8%, HT1080 IDH1KD tx inconclusive, IL-1B inflam inh -10, ATXN2 expr inh 18%, HepG2 tox 10%, MCF10A rereplic 3%, ATXN viability inactive, KB-3-1 tox -1% and HT1080NT lethal -4%.
`COC[C@H]1CCCN1[C@@H]1CS(=O)(=O)N[C@H]1COCc1ccccc1` gave HT1080 IDH1KD tx 16%, IL-1B inflam inh 30, ATXN2 expr inh 2%, HepG2 tox -30%, ATXN viability inactive, KB-3-1 tox 0% and HT1080NT lethal 19%.
Screening O=C(CN1CCCC1)Nc1cccc(Cl)c1 returned SW480 rereplic 5%, HT1080 IDH1KD tx 3%, IL-1B inflam inh -9, ATXN2 expr inh 2%, HepG2 tox 1%, MCF10A rereplic 4%, ATXN viability inactive, KB-3-1 tox 5% and HT1080NT lethal 6%.
For CCOC(=O)/C=C1\SCC(=O)N1CC(=O)NCc1ccc(OC)c(OC)c1 the results were SW480 rereplic -2%, HT1080 IDH1KD tx 28%, IL-1B inflam inh 26, ATXN2 expr inh -3%[11.3 µM], HepG2 tox 3%, MCF10A rereplic -5%, ATXN viability inactive, KB-3-1 tox 7% and HT1080NT lethal 12%.
For CCN(CC)S(=O)(=O)c1ccc2[nH]c(=O)cc(C(=O)N(C)C3CCS(=O)(=O)C3)c2c1 (configuration not stated) the results were SW480 rereplic -8%, HT1080 IDH1KD tx 19%, IL-1B inflam inh 3, HepG2 tox 1%, MCF10A rereplic -5%, ATXN viability inactive, KB-3-1 tox 1% and HT1080NT lethal 6%.
`Nc1cc2[nH]c(=O)c3ccccc3c2cc1Br` gave SW480 rereplic -2%, HT1080 IDH1KD tx inconclusive, IL-1B inflam inh 0, ATXN2 expr inh 1%, HepG2 tox -21%, MCF10A rereplic 7%, ATXN viability inactive, KB-3-1 tox 3% and HT1080NT lethal -4%.
`CCCCN(CC)C(=O)CSc1nc2ccccc2c(=O)n1CC1COc2ccccc2O1` (configuration not stated) gave SW480 rereplic 2%, HT1080 IDH1KD tx -8%, IL-1B inflam inh 1, HepG2 tox -15%, MCF10A rereplic inconclusive, KB-3-1 tox inconclusive and HT1080NT lethal -3%.
Screening C=CCN1C(=O)C(C)(C)N(C(C)=O)c2ccccc21 returned SW480 rereplic inconclusive, HT1080 IDH1KD tx -1%, IL-1B inflam inh 1, HepG2 tox 12%, MCF10A rereplic inconclusive, ATXN viability inactive, KB-3-1 tox -2% and HT1080NT lethal 4%.
O=[N+]([O-])c1cccc(-c2nc(-c3ccccc3)no2)c1 was read as SW480 rereplic -7%, HT1080 IDH1KD tx -2%, IL-1B inflam inh 0, ATXN2 expr inh 19%, HepG2 tox 0%, MCF10A rereplic -4%, ATXN viability inactive, KB-3-1 tox 21% and HT1080NT lethal -9%.
`COc1ccc(C(=O)CCNc2ccc(C)c(Cl)c2)cc1` gave SW480 rereplic -1%, HT1080 IDH1KD tx 2%, IL-1B inflam inh 14, ATXN2 expr inh -3%, HepG2 tox 0%, MCF10A rereplic 3%, ATXN viability inactive, KB-3-1 tox -1% and HT1080NT lethal 1%.
Clc1ccc(NCc2nncn2-c2ccccc2)cc1 was read as SW480 rereplic 1%, HT1080 IDH1KD tx -3%[9.24 µM], IL-1B inflam inh -1, ATXN2 expr inh -8%, HepG2 tox -4%, MCF10A rereplic 5%, ATXN viability inactive, KB-3-1 tox 2% and HT1080NT lethal 1%.
O=c1c2ccccc2c(-c2cccc(C(F)(F)F)c2)nn1-c1ccccc1 was read as SW480 rereplic 3%, HT1080 IDH1KD tx -17%, IL-1B inflam inh -13, ATXN2 expr inh -13%, HepG2 tox -6%, MCF10A rereplic inconclusive, ATXN viability inactive, KB-3-1 tox inconclusive and HT1080NT lethal -1%.
